N-glyco inh: increase of ERlucT glycosylation luciferase signal, primary screen, N-linked glycosylation inhibitor project, D54 ERlucT cells, luminescence, set 2; D54 ERlucT glycosylation luciferase reporter, 24 h; percent of 100 nM tunicamycin response; 360,000 compounds, 0.23% hits; reporter increase, % at 12.5 µM;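 active = mean luciferase reporter signal, scaled so untreated is 0 and the glycosylation-blocking control 100, at or above a set limit in every replicate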;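 also: luciferase carries N-glycosylation sites so blocking glycosylation raises the light; 0% = median of neutral control wells and 100% = median of 100 nM tunicamycin wells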
MC4R barr agon: MC4R agonists recruiting beta-arrestin, primary screen, cell-based, luminescence, agonist arm of biased-ligand search; U2OS MC4R beta-arrestin complementation; percent of melanotan II response, DMSO zero; activation, % at 8.9 µM; Melanocortin receptor 4 (Homo sapiens), P32245; 360,000 compounds, 0.98% hits;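 active = activation above a per-plate cutoff, the mean activation of sample wells on that plate plus 3 SD, cut at about 8% in these data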
NOD2-RIPK2 inh: NOD2-RIPK2 binding disruptors in cells, primary screen, fluorescence, CHO cells, BLA complementation; inhibition, % at 4.98 µM; Receptor-interacting serine/threonine-protein kinase 2 (Homo sapiens), O43353; 360,000 compounds, 0.38% hits; CCF4 ratio; in the data active = inhibition above about 21%;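 also: 0% = vehicle only and 100% = reference blocker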
ABHD5 PLIN5 PPI: ABHD5-PLIN5 interaction inhibitors, primary screen, cell lysate, split luciferase complementation, luminescence | Perilipin-5 (Homo sapiens) + 1-acylglycerol-3-phosphate O-acyltransferase ABHD5 (Homo … | Split G. princeps luciferase complementation, 4 h | inhibition, % at 4 µM | 360,000 compounds, 0.78% hits | AID 602281, 2012;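 active = inhibition above the mean inhibition across every tested compound plus 3 SD, cut at about 22% in these data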;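 also: 0% = DMSO only wells and the 100% control is not disclosed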
ABCB6 inh MLPCN: ABCB6 transporter inhibitors, primary screen, K562-ABCB6 cells, flow cytometry, MLPCN library | ATP-binding cassette sub-family B member 6 (Homo sapiens), Q9NP58 | K562-ABCB6 porphyrin accumulation, 1 h; stronger effect = lower value | fluorescence ratio to DMSO, % at 10 µM | 360,000 compounds, 0.19% hits;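 active = fluorescence ratio to DMSO below 75%, the collection mean minus 3 SD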;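 also: signal is porphyrin accumulated inside mitochondria; 100% equals median channel fluorescence of DMSO control wells; lower ratio means ABCB6 inhibition with less porphyrin fluorescence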
Vif inh: HIV Vif self-association inhibitors, primary screen, imaging, HEK293T, single point. HEK293T cells, Vif self-association by quenched fluorescence, 24 h. inhibition, % at 7.49 µM. 340,000 compounds, 0.35% hits; in the data active = inhibition above about 50%, passing the limit was not always enough; also: some results filed as inactive read as strong as hits
Exocytosis inh: LAMP-1 surface exposure blockers, TALL-104 cells – cell-based, flow cytometry, MLPCN library, primary screen. inhibition, % at 10 µM. 360,000 compounds, 0.66% hits. AID 651702, 2012. TALL-104 LAMP-1 surface exposure; cells stimulated with thapsigargin and PMA;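 active = inhibition above about 55%, limit read from the data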
TLR9-MyD88 block: inhibitors of TLR9-MyD88 association in cells, primary screen, cell-based, CHO, BLA complementation, fluorescence. CCF4 FRET ratio. 340,000 compounds, 0.21% hits. inhibition, % at 4.98 µM. Toll-like receptor 9 (Homo sapiens) + Myeloid differentiation primary response protein …;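 active = inhibition above the mean over all tested compounds plus 3 SD, cut at about 21% in these data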;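 also: 0% = DMSO only wells and 100% = clavulanate BLA inhibitor control wells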
Target sequence (Q99836 whole entry, looked up): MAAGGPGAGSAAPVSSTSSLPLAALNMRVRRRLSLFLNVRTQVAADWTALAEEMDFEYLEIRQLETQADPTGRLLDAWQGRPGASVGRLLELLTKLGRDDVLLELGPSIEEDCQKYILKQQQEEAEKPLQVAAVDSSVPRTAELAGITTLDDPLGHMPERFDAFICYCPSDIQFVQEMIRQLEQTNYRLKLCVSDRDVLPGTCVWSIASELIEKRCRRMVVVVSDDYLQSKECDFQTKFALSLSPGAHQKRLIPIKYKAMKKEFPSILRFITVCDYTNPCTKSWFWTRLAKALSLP
Target sequence (Q9NR96 whole entry, looked up): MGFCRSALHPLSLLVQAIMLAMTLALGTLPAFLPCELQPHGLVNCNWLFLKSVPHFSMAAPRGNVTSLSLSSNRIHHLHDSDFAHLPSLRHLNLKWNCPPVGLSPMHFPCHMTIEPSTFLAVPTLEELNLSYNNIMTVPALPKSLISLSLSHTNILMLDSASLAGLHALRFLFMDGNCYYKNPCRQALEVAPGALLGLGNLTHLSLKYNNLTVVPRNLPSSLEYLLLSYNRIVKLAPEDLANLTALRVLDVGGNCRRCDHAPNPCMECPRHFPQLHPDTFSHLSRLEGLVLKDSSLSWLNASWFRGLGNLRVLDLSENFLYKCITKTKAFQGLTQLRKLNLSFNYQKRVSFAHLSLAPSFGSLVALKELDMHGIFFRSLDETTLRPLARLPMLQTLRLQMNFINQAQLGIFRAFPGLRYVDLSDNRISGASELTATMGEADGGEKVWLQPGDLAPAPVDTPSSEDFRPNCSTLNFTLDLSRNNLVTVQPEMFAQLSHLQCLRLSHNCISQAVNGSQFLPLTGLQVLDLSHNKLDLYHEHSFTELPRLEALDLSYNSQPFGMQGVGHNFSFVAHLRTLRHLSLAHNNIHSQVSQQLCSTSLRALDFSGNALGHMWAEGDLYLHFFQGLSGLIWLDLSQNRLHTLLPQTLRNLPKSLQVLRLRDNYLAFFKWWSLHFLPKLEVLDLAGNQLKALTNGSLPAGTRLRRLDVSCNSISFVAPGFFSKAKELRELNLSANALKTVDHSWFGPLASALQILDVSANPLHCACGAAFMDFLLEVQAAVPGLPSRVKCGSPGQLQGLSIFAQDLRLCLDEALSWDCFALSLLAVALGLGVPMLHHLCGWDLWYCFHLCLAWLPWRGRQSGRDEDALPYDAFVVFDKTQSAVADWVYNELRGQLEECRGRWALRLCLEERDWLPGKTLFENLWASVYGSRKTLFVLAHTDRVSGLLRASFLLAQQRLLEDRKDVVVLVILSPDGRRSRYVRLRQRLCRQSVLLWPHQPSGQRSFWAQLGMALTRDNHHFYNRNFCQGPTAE
MC4R antag cAMP: MC4R antagonists of cAMP signaling, primary screen, cell-based, TR-FRET, antagonist arm of biased-ligand search | Melanocortin receptor 4 (Homo sapiens), P32245 | MC4R-expressing cells, MTII-stimulated cAMP, LANCE TR-FRET | inhibition, % at 6.5 µM | 360,000 compounds, 0.48% hits | AID 540295, 2011;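 active = inhibition above its plate's cutoff, the mean of tested wells on that plate plus 3 SD, cut at about 29% in these data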;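 also: 0% = Melanotan II alone and 100% = Melanotan II plus saturating MCL0020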
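Material: human MC4R-expressing U2OS cells. Probe or stimulus: Melanotan II challenge. Dosing: 6.5 µM single dose. Times: 30-min compound, 1-h challenge, 1-h detection, room temperature. Technique: TR-FRET with Eu-cAMP and labeled anti-cAMP, 671 nm. Replication: singlicate.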
aDG glyco up: activators of alpha-DG glycosylation, primary screen, uHTS, Pro5-aDG cells, AlphaScreen; alpha-DG glycosylation AlphaScreen (IIH6); 0% Pro5, 100% B10-LARGE cell signal; activation, % at 10 µM; 360,000 compounds, 0.22% hits; AID 624168, 2012;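 active = activation of at least 8% versus controls, or a plate z-score of at least 8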;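 also: Pro5 are CHO cells carrying HIG-tagged alpha-DG that lacks glycosylation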
Numbers without * were called inactive; · = no result given.

compound	N-glyco inh	MC4R barr agon	NOD2-RIPK2 inh	ABHD5 PLIN5 PPI	ABCB6 inh MLPCN	Vif inh	Exocytosis inh	TLR9-MyD88 block	MC4R antag cAMP	aDG glyco up
COc1ccc(CCN(C)C(=O)c2c(C)nn(-c3ccccc3)c2C)cc1OC	1	-2.2	-11	0	94	17	0	-5	4	0.0
CC(C)NC(=O)c1ccccc1NS(=O)(=O)c1ccc(Br)s1	2	-0.6	3	7	99	-16	59*	1	0	-0.1
Cc1ccc(C)c(NC(=O)C2CCN(C(=O)c3cccs3)CC2)c1	1	-0.1	-4	-6	99	1	-5	-5	17	0.0
Cc1ccc(NC(=O)COC(=O)c2ccc(-n3nc(C)cc3C)cc2)c(F)c1	1	8.6*	8	4	85	-3	-1	-4	-7	0.1
Cc1ccc(C)c(OCCC(=O)OCC(=O)NC2CC2)c1	0	-2.8	1	-9	98	4	3	0	6	-0.3
CCS(=O)(=O)NCC(c1cccnc1)N1CCN(c2ccc(F)cc2)CC1 (stereo unspecified)	-1	-1.0	-4	1	94	4	1	-6	10	0.3
CC(C)N(Cc1ccccc1)C(=S)Nc1ccc(F)cc1	0	1.2	-1	-3	98	10	-6	-1	1	-0.1
CCOC(=O)c1ccccc1NC(=O)C(C)Oc1ccccc1 (stereo unspecified)	-5	0.8	-4	-5	91	-2	0	2	-2	0.0
Cc1cccc(OCCCC(=O)Nc2ccc(N(C)C)cc2)c1	-2	1.1	-3	0	100	4	-1	0	7	-0.4
O=C(CCNc1n[nH]c(=O)[nH]c1=O)N/N=C/c1ccc(C(F)(F)F)cc1	2	-0.4	-7	1	97	8	0	·	6	-0.4
ON/C=N/C(=S)Nc1ncc(C(F)(F)F)cc1Cl	-3	-1.3	-9	-6	96	-2	5	-10	7	0.1
CN(c1ccccc1)S(=O)(=O)c1ccc(NC(=O)CC(=O)c2ccccc2)cc1	-2	2.0	-8	-5	92	-3	5	-6	-1	-0.5
C#CCOCCOCCOCCNc1nc(N2CCN(C(=O)CCCCCCCCCCNC(=O)Cn3cc(CCCCCN)nn3)CC2)nc(N2CCN(C(=O)CCCCCCCCCCNC(=O)[C@@H](CCC(=O)O)n3cc(CCCCCN)nn3)CC2)n1	2	0.6	-8	22	95	-3	-4	-7	6	-0.1
COc1ccccc1NS(=O)(=O)c1cccc(C(=O)NCc2ccccn2)c1	1	-3.2	1	3	89	-5	-2	-4	-5	0.0
OCCN(Cc1ccccc1)Cc1nc(CC2CC2)no1	0	-1.3	0	2	96	6	7	-8	13	0.1
CNC(C)c1ccc(S(N)(=O)=O)cc1 (stereo unspecified)	2	-0.7	2	-8	100	-9	-1	-14	38*	0.6
O=C(N=Nc1c(O)[nH]c2ccccc12)c1ccc2c(c1)OCO2	-9	0.8	-4	-5	96	10	-8	-1	-14	-0.4
COc1ccc(Nc2nnc(C)c3ccccc23)cc1	-1	-2.3	4	-8	97	9	-14	-8	-2	0.0
COCC(=O)Nc1cc(C)cn(Cc2ccc(F)cc2)c1=O	3	0.9	-1	-5	95	-2	0	-5	12	-0.1
O=[N+]([O-])c1ccc(C(=S)N2CCC(Cc3ccccc3)CC2)cc1	-3	-1.8	2	-2	100	2	-1	-3	3	-0.1
Cc1ccc(C(C)(C)C)cc1S(=O)(=O)Nc1ncnc2sccc12	-1	-1.9	4	-7	99	-2	-6	-5	6	0.1
COc1cccc(N2CCN(C3CC(=O)N(c4cccc(Cl)c4)C3=O)CC2)c1 (stereo unspecified)	2	-0.8	-1	6	90	10	5	4	4	-0.1
Cc1ccc(S(=O)(=O)N2CCN(c3nc(C)c4c(c3C#N)CC(C)(C)OC4)CC2)cc1	1	0.9	-2	-3	104	6	1	4	18	1.6
Cc1ccc(NC(=O)c2sc3ccccc3c2Cl)nc1	-15	-1.2	-8	2	100	-6	-6	11	0	0.0
CC(C)CC(OC(=O)c1cccs1)C(=O)NCc1cccs1 (stereo unspecified)	-2	-1.8	-3	-4	94	8	-2	-5	-2	2.3

Structures listed so far with an NH in an aromatic ring, in the order listed:
compound	N-glyco inh	MC4R barr agon	NOD2-RIPK2 inh	ABHD5 PLIN5 PPI	ABCB6 inh MLPCN	Vif inh	Exocytosis inh	TLR9-MyD88 block	MC4R antag cAMP	aDG glyco up
O=C(CCNc1n[nH]c(=O)[nH]c1=O)N/N=C/c1ccc(C(F)(F)F)cc1	2	-0.4	-7	1	97	8	0	·	6	-0.4
O=C(N=Nc1c(O)[nH]c2ccccc12)c1ccc2c(c1)OCO2	-9	0.8	-4	-5	96	10	-8	-1	-14	-0.4

Two entries from above, with values under each structure.
Sequence of screens – N-glyco inh, MC4R barr agon, NOD2-RIPK2 inh, ABHD5 PLIN5 PPI, ABCB6 inh MLPCN, Vif inh, Exocytosis inh, TLR9-MyD88 block, MC4R antag cAMP, aDG glyco up
- CN(c1ccccc1)S(=O)(=O)c1ccc(NC(=O)CC(=O)c2ccccc2)cc1
→ -2, 2.0, -8, -5, 92, -3, 5, -6, -1, -0.5
- C#CCOCCOCCOCCNc1nc(N2CCN(C(=O)CCCCCCCCCCNC(=O)Cn3cc(CCCCCN)nn3)CC2)nc(N2CCN(C(=O)CCCCCCCCCCNC(=O)[C@@H](CCC(=O)O)n3cc(CCCCCN)nn3)CC2)n1
→ 2, 0.6, -8, 22, 95, -3, -4, -7, 6, -0.1

Going on with the list:
compound	N-glyco inh	MC4R barr agon	NOD2-RIPK2 inh	ABHD5 PLIN5 PPI	ABCB6 inh MLPCN	Vif inh	Exocytosis inh	TLR9-MyD88 block	MC4R antag cAMP	aDG glyco up
CC(C)(C)c1ccc(/C=C/C(=O)N2CCOCC2)cc1	1	-1.8	9	-1	105	9	0	6	4	1.8
O=C(C1CC12CCCC2)N1CCC(CO)(Cc2ccccc2Cl)CC1 (stereo unspecified)	-3	-1.0	0	1	101	3	-2	4	0	0.0
CN(CC(=O)Nc1cccc(S(=O)(=O)NC2=NCCCCC2)c1)Cc1ccc(C(C)(C)C)cc1	-2	1.3	-20	2	96	-7	2	2	5	1.7
O=C(Nc1ccc(F)c(Cl)c1)c1cc(C2CCCCN2C(=O)c2cccs2)on1 (stereo unspecified)	-1	0.8	0	-3	96	-17	-3	·	16	0.0
C=C(C)[C@@H]1CC[C@]2(C(=O)O)CC[C@]3(C)[C@H](CC[C@@H]4[C@@]5(C)CC[C@H](O)C(C)(C)[C@@H]5CC[C@]43C)[C@@H]12	-2	1.2	0	-9	91	-9	-5	4	16	-0.1
C/C(CC(=O)Nc1ccccn1)=N\NC(=O)C(=O)Nc1cccc(Cl)c1C	1	2.4	-7	-10	96	8	-2	-1	2	-0.1
CCCSC1=C(C#N)C(c2cc(OC)ccc2OC)CC(=O)N1 (stereo unspecified)	-1	0.2	-7	3	94	·	-3	-12	10	-0.1
CC1Cc2ccccc2N1C(=O)CNCCCN(C)C (stereo unspecified)	1	-0.7	2	-2	99	14	0	-2	11	0.0
CC(=O)N1c2ccc(S(=O)(=O)N3CCC(C(=O)NCc4ccc(F)cc4)CC3)cc2CC1C (stereo unspecified)	2	-2.3	-12	1	100	-7	-2	2	8	0.1
CN(C)S(=O)(=O)c1ccc(Cl)c(NC(=O)COC(=O)c2ccc(O)cc2)c1	0	0.0	-12	-7	99	2	-3	-9	2	-0.4
Cc1c(-c2ccccc2)c(=O)oc2cc(O)ccc12	3	-1.2	3	-2	103	7	-4	3	-11	0.0
COc1ccccc1N1CCN(C(=O)C(C)N(c2ccc(C)c(C)c2)S(C)(=O)=O)CC1 (stereo unspecified)	2	-3.0	1	-1	96	-6	-1	-1	5	0.2
Cn1c(=O)oc2cc(S(=O)(=O)N3CCN(c4ccccc4)CC3)ccc21	-2	-0.3	-1	7	118	19	-3	-4	8	1.9
Cc1cc(/C=C\c2ccccc2)nc2ccccc12	1	2.5	1	-8	98	14	-5	5	5	-0.4
N#Cc1ccc(C(=O)Nc2nc(-c3cccs3)c(C(=O)C(F)(F)F)s2)cc1	-10	-0.7	0	-11	95	-13	4	9	6	0.2
O=C(O)C(Oc1ccc2ccccc2c1)c1ccccc1 (stereo unspecified)	1	-1.9	8	-1	99	1	-4	4	8	0.0
Cc1cc(C)c2c(N)c(C(=O)NC3CC3)sc2n1	1	-2.0	0	-2	104	-4	1	11	-1	0.0
COc1ccc(/C=C(\C#N)C(=O)ONC2=NCCCCC2)cc1	3	-1.4	5	8	104	2	0	0	8	-0.1
O=C(NCc1n[nH]c(=S)n1-c1ccccc1)c1ccco1	1	-1.4	6	-4	91	-4	-1	-1	3	-0.2

An excerpt. The share of hits here may be higher or lower than overall.
